Assay outcomes deposited in PubChem by several laboratories.
eIF4E 4G PPI: eIF4E–eIF4G protein interaction inhibitors, primary screen, biochemical, uHTS, TR-FRET, eIF4GI fragment. 220,000 tested, 0.37% active. TR-FRET eIF4E-eIF4GI(517-606) binding, 2 h. inhibition, % at 21.7 µM. Eukaryotic translation initiation factor 4E (Mus musculus) + Eukaryotic translation …;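 also: 0% = full FRET control wells and 100% = background wells lacking eIF4GI fragment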
EBV gp42 block: Epstein-Barr virus gp42 inhibitors, primary screen, biochemical, uHTS, fluorescence polarization | Glycoprotein 42 (Epstein-Barr virus (strain AG876)), Q1HVG2 | inhibition, % (tested at 21.74 µM) | 220,000 tested, 0.42% active | Fluorescence polarization binding assay, mP read-out; in the data active = inhibition above about 50%
thrombin 1536: human alpha-thrombin inhibitors, primary screen, counter-screen for coagulation protease inhibitor project, biochemical, 1536-well, fluorogenic AMC substrate | Prothrombin (Homo sapiens), P00734 | Boc-VPR-AMC fluorogenic substrate cleavage | inhibition, % at 5 µM | 220,000 tested, 0.26% active | AID 1046, 2008;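 active = inhibition at or above 40%; inactive = inhibition below 40%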;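 also: 0% = enzyme with no compound and 100% = wells without enzyme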
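Material: human alpha-thrombin protein. Incubation: reaction at ambient temperature. Technique: fluorescence of released AMC, ex 355 nm, em 460 nm. Control set: no-compound enzyme wells and no-enzyme blanks. Also added: Boc-VPR-AMC substrate, 15 µM final. Buffer or medium: pH 7.5 Tris (50 mM) with NaCl 150 mM, Tween 20 0.05%.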
14-3-3 Bad inh: inhibitors of 14-3-3 zeta/Bad binding, primary screen, biochemical, TR-FRET, bovine 14-3-3 zeta; TR-FRET 14-3-3zeta/Dy647-pBad peptide displacement, 1 h; inhibition, % at 21.7 µM; 220,000 tested, 0.71% active; AID 781, 2007;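 active = inhibition above about 70%, limit read from the data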;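 also: 0% = full 14-3-3 plus peptide FRET controls and 100% = background without 14-3-3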
Furin inh: human furin inhibitors, primary screen, biochemical, fluorescence intensity; P09958; purified furin, fluorogenic substrate cleavage; inhibition, % at 30 µM; 220,000 tested, 0.061% active; AID 463115, 2010; in the data active = inhibition above about 25%; also: inactives centre near -15
hK5 inh: human KLK5 protease inhibitors, primary screen, biochemical, 1536-well. Kallikrein-5 (Homo sapiens), Q9Y337. recombinant hK5, fluorogenic AMC substrate cleavage. inhibition, % at 5 µM. 210,000 tested, 0.59% active;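 active = inhibition of 40% or more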;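 also: 0% = enzyme controls without compound and 100% = no-enzyme blanks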
KCC2 mod: KCC2 cotransporter modulators, thallium flux, primary screen, cell-based, HEK293 KCC2, FluoZin-2 fluorescence, MLSMR; Solute carrier family 12 member 5 (Homo sapiens), Q9H2X9; KCC2 cells, thallium flux FluoZin-2 fluorescence; B-score of Tl+ flux slope (higher = more flux/activation; lower = inhibition) at 10 µM; 190,000 tested, 2.2% active; AID 1456, 2008;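 active = thallium flux slope and its plate-corrected score both differing from the plate sample mean at a set confidence after two filtering rounds, in either direction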;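 also: slope of fluorescence scaled to starting intensity during 10 to 20 s after thallium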
NCF1 inh: p47phox/p22phox peptide binding inhibitors, primary screen, biochemical, uHTS, NADPH oxidase regulatory subunit | Neutrophil cytosol factor 1 (Homo sapiens), P14598 | fluorescence polarization, 2 h | inhibition, % at 24.7 µM | 220,000 tested, 0.53% active | AID 1274, 2008;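 also: 0% = p47phox with labelled peptide and 100% = labelled peptide alone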
Rad51 HR inh: human RAD51 strand exchange inhibitors, primary screen, biochemical, fluorescence. DNA repair protein RAD51 homolog 1 (Homo sapiens), Q06609. AID 1385, 2008. inhibition, % at 10 µM. hRad51 DNA strand exchange, fluorescence dequenching. 200,000 tested, 0.085% active;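 active = inhibition above 40% at the single screening dose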;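 also: 0% = DMSO control wells and 100% = blanks with heterologous ssDNA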
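material = hRad51 filaments on single-stranded DNA | reagent = Donor/quencher-labelled 47-bp dsDNA substrate | compound = 10 µM final, single point | schedule = strand-exchange reaction 15 min at room temperature | measured by = fluorescein emission 520 nm, excitation 485 nm | read-out basis = % inhibition versus plate control and blank means | benchmarks = plate controls and plate blanks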
The depositor's hits bear a star; / = no result given; [ ] = dose if it differs, or a comment.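 The calls were made as follows, unless noted: active = inhibition above about 30% (limit read from the data); inactive = the rest.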 An unsorted share of the library; 4.7% or so of the library scored in one or more.

SMILES | eIF4E 4G PPI | EBV gp42 block | thrombin 1536 | 14-3-3 Bad inh | Furin inh | hK5 inh | KCC2 mod | NCF1 inh | Rad51 HR inh
Cc1ccc(-n2c(=O)c3c(C)c(C)sc3n(Cc3cc(=O)n4ccccc4n3)c2=O)cc1C | 0.7 | -0.6 | 2.1 | 2.0 | 8.4 | 0.6 | 0.827 | -16.1 | 21.9
CC(=O)Cc1cc2cc([N+](=O)[O-])ccc2oc1=O | -0.4 | -7.8 | 1.2 | 7.0 | -5.1 | -2.1 | 0.878 | -6.7 | 13.4
CC(C)CC(=O)N1CCN(C(=O)CCC2CCCC2)CC1 | 3.0 | -5.8 | -0.6 | -10.1 | -30.6 | -5.6 | 1.43 | -20.1 | 7.7
CCC(C)C(NC(=O)OC(C)(C)C)C(=O)NC(Cc1ccccc1)C(=O)OC (centres undefined) | 4.2 | -6.3 | 0.3 | -0.6 | -13.5[20 µM] | -22.2 | 0.277 | -13.0 | -8.4
NS(=O)(=O)c1ccc(CCNC(=O)CSc2ccccc2)cc1 | 5.2[fluorescence artefact?] | -16.0 | 1.8 | -4.7 | -24.9[20 µM] | -11.7 | 1.51 | -9.6 | 1.2
Cc1c(C(=O)N2CCC(Cc3ccccc3)CC2)cccc1[N+](=O)[O-] | 1.7 | -9.2 | 10.7 | -8.5 | -15.5 | 0.5 | -2.26 | -1.4 | -3.9
COc1ccc(CCNC(=O)CSCc2ccc([N+](=O)[O-])cc2)cc1OC | -1.0 | -10.3 | -4.4 | 2.2 | -34.2 | -15.9 | -0.557 | 4.1 | /
C=CCn1c(Cc2cccs2)nnc1SCC(=O)c1cccc(Br)c1 | -2.5 | -18.8 | -6.4 | 4.6 | -1.5 | -24.4 | -2.47 | -56.3 | -0.5
CN(C)CCNc1nc2c(c(=O)[nH]c(=O)n2C)n1CCCc1ccccc1 | 0.5 | -21.8 | -4.3 | 1.4 | -21.0 | -24.3 | / | -11.4 | 1.9
COC(=O)c1ccc(C(=O)OC)c(NC(=S)N2CCN(c3ccc(F)cc3)CC2)c1 | 6.7 | 9.4 | -2.0 | -17.6 | -22.8 | 14.3 | -3.16 | -1.5 | 8.7

Of the compounds above, these contain four or more nitrogen atoms:
SMILES | eIF4E 4G PPI | EBV gp42 block | thrombin 1536 | 14-3-3 Bad inh | Furin inh | hK5 inh | KCC2 mod | NCF1 inh | Rad51 HR inh
Cc1ccc(-n2c(=O)c3c(C)c(C)sc3n(Cc3cc(=O)n4ccccc4n3)c2=O)cc1C | 0.7 | -0.6 | 2.1 | 2.0 | 8.4 | 0.6 | 0.827 | -16.1 | 21.9
CN(C)CCNc1nc2c(c(=O)[nH]c(=O)n2C)n1CCCc1ccccc1 | 0.5 | -21.8 | -4.3 | 1.4 | -21.0 | -24.3 | / | -11.4 | 1.9

Just eIF4E 4G PPI and thrombin 1536 (two entries from above):
SMILES | eIF4E 4G PPI | thrombin 1536
CC(C)CC(=O)N1CCN(C(=O)CCC2CCCC2)CC1 | 3.0 | -0.6
Cc1c(C(=O)N2CCC(Cc3ccccc3)CC2)cccc1[N+](=O)[O-] | 1.7 | 10.7

(next part)
SMILES | eIF4E 4G PPI | EBV gp42 block | thrombin 1536 | 14-3-3 Bad inh | Furin inh | hK5 inh | KCC2 mod | NCF1 inh | Rad51 HR inh
CC1=NCCN1CCNC(=O)Nc1ccc(F)cc1 | -1.3 | -4.8 | 6.4 | -3.3 | -11.5 | -9.6 | 1.2 | -1.5 | 5.5
CN1C(=S)SC(N(O)C(=O)NC2CCCCC2)C1(C)C (centres undefined) | -2.8 | -10.8 | -2.2 | -9.7[fluorescence artefact?] | -20.9 | -10.2 | / | -9.5 | -6.6
O=C(Nc1cccnc1)c1ccc(NS(=O)(=O)c2cc([N+](=O)[O-])ccc2Cl)cc1 | 6.5 | 6.5 | -6.4 | 1.7 | -12.7 | -5.9 | / | -9.4 | 2.5
CC(C)(c1ccccc1)c1ccc(OCCCNCCO)cc1 | -12.9 | -5.7 | -5.5 | 9.8 | -25.4[20 µM] | -17.3 | 0.516 | -9.8 | -5.1
COCCSc1ccccc1C(=O)Nc1ccccc1C(C)C | 2.2 | -8.1 | 4.1 | 4.5 | -14.2 | 1.3 | 0.0397 | -3.1 | -11.5
Cc1nc2c(N=Nc3ccccc3F)c(N)nn2c(N)c1C#N | 3.7 | -4.0 | -9.2 | 2.4 | -6.1 | -5.6 | 0.991 | -15.1 | 8.5
Cc1ccccc1C(=O)N1CCN(c2ccc(NC(=O)c3ccc4c(c3)OCO4)cc2)CC1 | 0.3 | -7.4 | -3.2 | -2.2 | -27.5 | 1.4 | -0.769 | -9.0 | -8.4
CCC(/C=N/NC(=O)C(=O)N/N=C/C(CC)CC)CC | 4.7 | -13.5 | -3.1 | 4.6[fluorescence artefact?] | -17.6 | -8.3 | / | -1.0 | 0.1
CC(C)NC(=O)c1onc(CSc2cccc3ccccc23)c1C(=O)O | 0.8 | 14.9 | -4.8 | 26.6 | -2.2[20 µM] | -10.6 | -0.547 | 3.5 | -0.2
CCCOc1ccccc1/C=C(\C#N)C(=O)Nc1cccnc1 | 2.8 | -0.5 | 0.8 | 4.9 | -11.6 | 2.9 | -2 | -4.1 | -18.9
COc1cc(/C=N/NS(=O)(=O)c2ccc(C)c([N+](=O)[O-])c2)ccc1O | -1.7 | 6.4 | -7.0 | -8.9 | -24.3 | -0.7 | 0.744 | 3.0 | 0.3
COc1ccc(Cl)cc1N1C(=O)CC(Sc2ccccc2N)C1=O (centres undefined) | 3.9 | -4.4 | -7.0 | 2.1 | 15.6 | 0.7 | -0.611 | -4.8 | -0.5
CN(Cc1nc2ccccc2n1C)S(=O)(=O)c1ccc(F)cc1 | -9.9 | -4.4 | 1.4 | -9.8 | -13.1[20 µM] | -14.5 | / | 0.3 | /
COc1ccc(Nc2nc(C)cc(=O)[nH]2)c(OC)c1 | 7.1 | -18.5 | 6.4 | -8.0 | -8.0[20 µM] | -2.2 | 0.978 | -18.6 | 1.7
CCOC(=O)Cn1nnc(-c2cc(OC)c(OC)c(OC)c2)n1 | -2.5 | -5.8 | / | 2.3 | -32.1 | 1.9 | 0.501 | 8.7 | 8.1
NNC(=O)CSc1cccc2cccnc12 | -3.5[fluorescence artefact?] | -6.8 | -2.6 | 1.3[fluorescence artefact?] | -24.5 | -14.5 | 0 | -5.0 | /
CCOC(=O)C1C(c2ccc(OC)c(OC)c2)c2c([nH][nH]c2=O)CC1(C)O (centres undefined) | -0.7 | -5.2 | -3.1 | 4.3 | -17.9 | 1.0 | 0.00388 | 0.4 | -5.0
Cc1ccc(CNC(=O)C2CCN(S(=O)(=O)N3CCC4(CC3)OCCO4)CC2)cc1 | 2.1 | 4.9 | -1.5 | 2.7 | -24.1 | -13.1 | -0.186 | -5.1 | /
COc1ccc(C(=O)/C=C2/Sc3cc4c(cc3N2C)OCO4)cc1 | -63.2[fluorescence artefact?] | -11.7 | -4.2 | -95.3 | -11.0 | -2.7 | 0.307 | 24.4 | -6.3
O=C(Cn1cnc2ccccc2c1=O)NCCC(=O)Nc1ccc2c(c1)OCO2 | -0.3 | -15.2 | -1.2 | -17.9 | -16.3 | 7.0 | / | 5.6 | 0.1
COc1cc(S(=O)(=O)NC2CCCCC2C)ccc1Cl (centres undefined) | 1.1 | 9.6 | 0.6 | -6.0 | -12.5[20 µM] | -4.9 | -0.345 | -0.8 | -1.8
Cc1cccc(OCC(=O)NCc2cc(C)nc3ccccc23)c1 | 2.1 | -27.6 | 0.1 | -8.7 | -37.4 | -3.9 | -0.239 | -4.0 | 12.5
C=CCSC1=N/C(=C\c2ccc3c(c2)OCO3)C(=O)S1 | 7.1 | -5.5 | 3.1 | 5.5 | -5.5 | -5.5 | / | -8.5 | 5.6
O=C(NCc1ccccc1)c1nc2ccccc2s1 | -1.0 | 16.5 | -2.2 | -4.2 | -16.6 | 1.6 | -0.386 | -1.2 | 1.9
O=C(c1cc(Cl)nc2ccccc12)N1CCc2ccccc2C1 | 0.6 | -3.6 | 2.6 | -11.7 | -10.6 | 26.5 | -1.59 | 4.7 | 1.5
Cc1cc(C)c(NC(=O)c2ccc(S(=O)(=O)N3CCOCC3)cc2)c(C)c1 | 1.4 | -0.9 | -3.0 | 3.2 | -7.3 | -0.3 | / | -9.3 | 6.4
COc1cc(O)c2c(c1)COC2=O | -0.9 | -12.2 | -1.8 | 0.1 | 1.9 | -7.2 | 0.855 | 0.1 | 3.0
Cc1cc(C(C#N)c2cccc(Cl)c2)n2ncnc2n1 (centres undefined) | 18.1[fluorescence artefact?] | -1.5 | 0.6 | -10.0[fluorescence artefact?] | -12.4[20 µM] | -1.1 | -1.92 | 0.5 | /
CCN1C(=O)CC(N2CCC(C(=O)N3CCCCCC3)CC2)C1=O (centres undefined) | 3.8 | -13.6 | -0.6 | -4.7 | -19.8 | -10.7 | -0.00355 | -4.8 | 8.0
COc1ccc(CN2CCn3ncc(C(=O)Nc4cc(C)cc(C)c4)c3C2=O)cc1 | 1.1 | -16.8 | 2.8 | 3.6 | -19.3[20 µM] | -16.4 | -0.204 | -3.8 | 0.8
O=C(O)CSc1nnc(-c2cccc(S(=O)(=O)N3CCCCC3)c2)o1 | -9.8 | -16.0 | -2.3 | -5.5 | -32.8 | -15.9 | 0.224 | -0.4 | 0.8
CCOc1ccccc1NC(=O)COC(=O)CC(NC(N)=O)c1ccc(Cl)cc1 (centres undefined) | 2.0 | -4.9 | -5.3 | 0.2 | -27.9 | -6.5 | 0.584 | -1.3 | 10.2
O=C(NCCc1ccccc1)c1cc2ncc(Br)cn2n1 | 3.2[fluorescence artefact?] | -8.2 | 4.9 | -2.2 | -21.4[20 µM] | -4.9 | -0.807 | -13.8 | 0.1
CSc1ccc(CCNC(=O)C2CCN(c3nnc(-n4cccc4)s3)CC2)cc1 | -3.5 | -8.9 | -4.7 | 4.3 | -25.7 | 0.7 | 0.348 | -13.9 | -1.8
COc1ccc(NC(=O)C2CC2)cc1-n1cnnn1 | 8.2 | -7.4 | -1.8 | -2.7 | -19.6 | -7.7 | 0.088 | -11.3 | -2.9
CNC(=O)NC(=O)COC(=O)CCc1nc(=O)c2ccccc2n1C | 2.0 | -15.1 | -10.0 | -7.2 | -32.8 | 5.5 | 1.06 | -15.2 | -15.8
CCNC(=O)COc1ccc(/C=N/NC(=O)c2cccnc2)cc1OC | 0.4 | -2.9 | -8.1 | -0.4 | -6.5 | -2.0 | 0.12 | -5.5 | 6.3
O=c1c2nnn(-c3ccc(Br)cc3)c2ncn1Cc1ccccn1 | 0.1 | 15.2 | 0.4 | -12.7 | -12.5 | 12.1 | 0.937 | 2.3 | 5.2
COc1ccc(NC(=S)NN(C)C(=S)Nc2ccc(OC)cc2)cc1 | 4.1 | -15.0 | -1.4 | -2.1 | -34.8 | -21.0 | 0.00617 | -5.0 | /
COC(=O)C1CCN(C(=O)c2ccccc2Oc2ccccc2)CC1 | 10.1 | -5.2 | -4.7 | 1.3 | -19.7 | 31.3 | 1.17 | -1.6 | 0.6
